# All columns: NCI-60 one-dose screen, growth in % after 48 h at 10 µM unless noted; 100 = growth as untreated, 0 = no growth, -100 = all killed.
# OVCAR-4 – OVCAR-4 ovarian cancer cells; 80,000 compounds, 3.7% hits; AID 1794784
# PC-3 – PC-3 prostate cancer cells; 80,000 compounds, 3.9% hits
# OVCAR-5 – OVCAR-5 ovarian cancer. 82,000 compounds, 2.9% hits
# U251 – U251 CNS tumor cells. 80,000 compounds, 5.4% hits. AID 1794753
# DU-145 – DU-145 prostate cancer; 81,000 compounds, 4.2% hits
# SK-OV-3 – SK-OV-3 ovarian cancer cells | 80,000 compounds, 3.2% hits | AID 1794785
# OVCAR-8 – OVCAR-8 ovarian cancer. 81,000 compounds, 4.4% hits
# SF-295 – SF-295 CNS cancer cells; AID 1794758; 79,000 compounds, 5.6% hits
# OVCAR-3 – OVCAR-3 ovarian cancer; 79,000 compounds, 7% hits
# * hit, by the source's call; / = no result given; & = joins results of further samples; [ ] = remark or other dose. Rule for the calls: active = growth percent below 10; inactive = the rest. Random draw from the library. Share with any hit: about 11%.
SMILES,OVCAR-4,PC-3,OVCAR-5,U251,DU-145,SK-OV-3,OVCAR-8,SF-295,OVCAR-3
O=C(O)c1cccc(I)c1C(=O)O,100,100,109,113,110,99,112,94,107
O=C(O)c1ccc(N/N=C\c2cc(=O)[nH]c(=O)[nH]2)cc1,111,100,109,109,110,121,108,105,107
CC[C@H](c1ccc(F)cc1)[C@@H](CC)c1ccc(F)cc1,88,77,95,104,118,113,112,100,104
Cc1ccc(S(=O)(=O)/C(=C\c2ccc(Cl)cc2)C(=O)c2ccc(F)cc2)cc1,102,102,100,96,112,98,102,95,109
COc1cc(NC(=O)Nc2cnc(Cl)nc2Oc2cccc(C(F)(F)F)c2)cc(OC)c1,107,90,112,90,101,103,93,110,104
O=S(=O)(NCCCNc1nccc(-c2c(-c3ccc(O)cc3)nc3sccn23)n1)c1ccc(F)cc1,15,19,14,11,11,-4.2*,14,-35*,23
COc1ccc(/C=C(/C(=O)n2cnc3ccccc32)c2cc(OC)c(OC)c(OC)c2)cc1,116,72,105,92,114,94,95,97,103
COc1ccc2c(c1OC)C(=O)O[C@@H]2[C@H]1c2c(c(C=O)c3c(c2OC)OCO3)CCN1C,101,100,101,99,107,106,105,102,108
COc1cc2cc3c(nc2cc1OC)CCN3Cc1ccc(NC(=O)c2ccc(Cl)c(C(F)(F)F)c2)cc1,80,70,100,85,117,92,89,93,94
NNc1nc(-c2ccncc2)nc2sc3c(c12)CCCCCC3,81,93,101,94,130,91,97,94,101
O=C1Nc2ccc(F)cc2/C1=C/c1cc(-c2ccc3c(c2)OCO3)n[nH]1,106,101,104,102,104,100,99,98,109
c1cc(CSc2ncnc3nc[nH]c23)ccn1,111,104,110,108,107,113,111,99,100
c1ccc(-n2cccn2)cc1,/,91,105,100,108,104,101,101,110
COC1=CC(c2ccc[nH]2)=N/C1=C\c1[nH]c(C)c(C(=O)CCC(=O)NCCCOCCOCCOCCCNC(=O)CC[C@H](NC(=O)c2ccc(NCc3cnc4nc(N)[nH]c(=O)c4n3)cc2)C(=O)O)c1C,95,100,92,106,106,101,99,98,106
CNC(=O)c1cc(Oc2ccc3nc(NC(=O)Nc4ccc(F)cc4F)sc3c2)ccn1,34,66,95,37,66,76,45,77,75
CCn1cc(C2=C(c3cn(CC)c4ccc(Br)cc34)C(=O)N(O)C2=O)c2cc(Br)ccc21,103,77,104,101,103,103,104,103,98
N=c1c2cc(-c3ccccc3)oc2ncn1/N=C/c1ccc(Cl)cc1,17,82,52,66,39,100,96,93,6.8*
C#C[C@@]1(O)[C@@H](CO)O[C@@H](n2ccc3c(N)ncnc32)[C@@H]1O,0.6*,-21*,26,3.2*,3.7*,-7.6*,-22*,5.8*,18
Cc1ccc(S(=O)(=O)Nc2cccc3[nH]c(C(F)(F)F)nc23)cc1,36,17,35,30,19,4.7*,31,0.5*,4.7*
C=CCn1c(SC/C(=N\O)c2ccc(Br)cc2)nnc1-c1c[nH]c2ccccc12,76,68,93,95,94,97,82,68,103
O=C(O)CNS(=O)(=O)c1ccccc1,107,100,108,97,109,105,102,105,111
Nc1ccc(N(O)/C=C2\C=CC=CC2=O)cc1N,100,70,71,94,121,107,95,112,89
Cc1c2oc3c(C)ccc(C(=O)N[C@@H]4C(=O)N[C@H](C(C)C)C(=O)N5CCC[C@H]5C(=O)N(C)CC(=O)N(C)[C@@H](C(C)C)C(=O)O[C@H]4C)c3nc-2c(C(=O)N[C@@H]2C(=O)N[C@H](C(C)C)C(=O)N3CCC[C@H]3C(=O)N(C)CC(=O)N(C)[C@@H](C(C)C)C(=O)O[C@H]2C)c(N)c1=O,-8.2*,0.3*,-66*,7.0*,-31*,15,/,-8.1*,5.8*
CCCCCCCC/C=C/CCCCCCCC1=NCC[N+]1(CCO)CCO,/,32,78,36,79,88,81,80,60
CC/C(=C\c1ccc(OCOC)c(OCOC)c1)C(=O)NC(Cc1ccccc1)C(O)C(=O)NCc1ccccc1 (stereo not given),71,91,105,99,97,108,97,81,93

# Three compounds already listed, sorted by count of non-hydrogen atoms, low to high.
SMILES,OVCAR-4,PC-3,OVCAR-5,U251,DU-145,SK-OV-3,OVCAR-8,SF-295,OVCAR-3
O=C(O)c1ccc(N/N=C\c2cc(=O)[nH]c(=O)[nH]2)cc1,111,100,109,109,110,121,108,105,107
N=c1c2cc(-c3ccccc3)oc2ncn1/N=C/c1ccc(Cl)cc1,17,82,52,66,39,100,96,93,6.8*
O=S(=O)(NCCCNc1nccc(-c2c(-c3ccc(O)cc3)nc3sccn23)n1)c1ccc(F)cc1,15,19,14,11,11,-4.2*,14,-35*,23

# Additional structures follow.
SMILES,OVCAR-4,PC-3,OVCAR-5,U251,DU-145,SK-OV-3,OVCAR-8,SF-295,OVCAR-3
COc1ccc(-c2csc(NC(=O)CN3CCN(CCO)CC3)n2)cc1NS(=O)(=O)c1cccc2c(N(C)C)cccc12,68,73,97,29,78,91,84,30,80
CCOC(=O)C(CC(C(=O)OCC)C(=O)OCC)C(=O)OCC,104,93,87,93,110,101,101,99,107
O=c1cc(C2NCCc3c2[nH]c2ccccc32)c2ccc(O)cc2o1 (stereo not given),97,87,89,98,104,103,95,96,90
C1CCCCNCCC1,109,101,106,103,118,117,110,104,112
COC(=O)/C=C1\Sc2cc(F)ccc2NC1=O,102,92,83,93,126,111,/,118,115
CCn1c(SCC(=O)Nc2cccc(C(=O)/C=C/c3ccc(C)cc3)c2)nc2ccccc2c1=O,80,61,98,80,77,110,91,104,44
Cc1cc2c(O)c(-c3cccc(Cl)c3)c3sc(=O)oc3c2cc1C,13,61,106,22,48,59,42,66,19
N#Cc1c(-c2ccc(C(F)(F)F)cc2)cc(NCC2CCS(=O)(=O)CC2)n2c1nc1ccccc12,85,63,103,83,106,83,93,88,98
O=C(COc1ccc(/C=C2/C(=O)Nc3ccc(Cl)cc32)cc1)Nc1ccc(F)c(Cl)c1,112,108,100,104,107,110,108,105,139
CCOC(=O)C1=C(C)N(C)C(=O)NC1c1c(Cl)n(C)c2ccccc12 (stereo not given),106,82,89,101,105,93,105,101,104
COc1ccc(C=NCCN=Cc2ccc(OC)c(OC)c2)cc1OC,108,112,96,94,124,122,101,101,118
CC12CC[C@@H]3[C@]4(C)COC(c5ccccc5Br)O[C@@H]4CC[C@@]3(C)[C@@H]1CC(C1=CCOC1=O)O2 (stereo not given in full),38,61,101,90,92,74,80,81,91
Nc1cnc(Nc2ccc(OCCN3CCCC3)cc2)nc1N1Cc2ccccc2NC1=O,103,92,95,100,107,86,98,95,100
Cc1cc(O)ccc1N(C)C,111,93,91,94,105,112,112,115,109
COc1ccc(C(=O)/C=C/c2ccc(Cl)c(Cl)c2)cc1S(N)(=O)=O,35,10,11,-96*,25,52,-45*,7.4*,-23*
COc1cc(/C=C2\S/C(=N/c3nnc(C)s3)NC2=O)ccc1O,88,85,102,97,102,74,107,86,89
CCn1cc(C(=O)O)c(=O)c2cc(F)c(N3CCN(S(=O)(=O)c4ccc(Cl)cc4Cl)CC3)cc21,129,1.6*,7.9*,12,12,1.7*,5.8*,-32*,7.9*
C[C@@H](Oc1cc(-c2cnn(C3CC4(CNC4)C3)c2)cnc1N)c1c(Cl)ccc(F)c1Cl,48,25,38,62,47,66,49,25,63
Cc1cc(Br)ccc1N=NC1C(=O)N(c2ccc(Cl)cc2)N(c2ccc(Cl)cc2)C1=O,94,82,106,90,105,/,90,96,75
Fc1cc(-c2nnc3n2NC(=Nc2ccccc2C(F)(F)F)CS3)c(Cl)cc1Cl,78,67,58,81,103,89,78,69,95
CCCCCCC(C)(O)C#CC(C)(O)CCCCCC (stereo not given),72,/,101,102,98,89,100,107,94
CCOC(=O)c1sc2nc(C)cc(C)c2c1N,92,97,106,104,104,104,127,85,98
Nc1[nH]n(-c2ccccc2)c(=O)c1/C=N/C(=S)N=Nc1c(O)[nH]c2ccccc12,95,90,122,99,103,112,103,109,100
CC/C(=C\c1ccc2c(c1)COC2)c1nc2ccccc2c(=O)[nH]1,98,/,92,89,109,95,103,101,104
COC(=O)c1ccc(-n2cc([C@]3(OC(C)=O)CC[C@H]4[C@@H]5CCC6=CC(=O)CC[C@@H]6[C@H]5CC[C@@]43C)nn2)cc1,79,74,97,88,118,110,90,94,108

# 6 compounds from above, showing only OVCAR-5:
Compound	OVCAR-5
O=c1cc(C2NCCc3c2[nH]c2ccccc32)c2ccc(O)cc2o1 (stereo not given)	89
C1CCCCNCCC1	106
COC(=O)/C=C1\Sc2cc(F)ccc2NC1=O	83
CCn1c(SCC(=O)Nc2cccc(C(=O)/C=C/c3ccc(C)cc3)c2)nc2ccccc2c1=O	98
Cc1cc2c(O)c(-c3cccc(Cl)c3)c3sc(=O)oc3c2cc1C	106
N#Cc1c(-c2ccc(C(F)(F)F)cc2)cc(NCC2CCS(=O)(=O)CC2)n2c1nc1ccccc12	103

# (next part)
SMILES,OVCAR-4,PC-3,OVCAR-5,U251,DU-145,SK-OV-3,OVCAR-8,SF-295,OVCAR-3
O=C(CCc1ccc(O)cc1)c1c(O)cc(O)c([C@@H]2O[C@H](CO)[C@@H](O)[C@H](O)[C@H]2O)c1O,101,95,105,97,109,99,99,100,108
COc1cc2nc(SCc3cc(OC)c(OC)c(OC)c3)n(Cc3ccccc3)c(=O)c2cc1OC,44,49,54,29,50,30,/,20,6.2*
CCOC(=O)c1cc(C)[nH]c1C,106,75,107,83,117,88,96,106,109
COc1ccc(C2N=C(N)NC(Nc3nn[nH]n3)=N2)cc1 (stereo not given),100,97,114,97,111,125,100,96,114
C#CCOc1ccccc1/C=N/Nc1nc(-c2ccc(Cl)cc2Cl)cs1,93,94,100,98,110,129,99,106,110
CCOC(=O)c1c(C)c2c(n1C)CSc1cc(C(=O)c3ccccc3)c(=O)[nH]c1-2,92[100 µM],83[100 µM],96[100 µM],98[100 µM],100[100 µM],99[100 µM],106[100 µM],103[100 µM],108[100 µM]
O=C(c1ccccc1)C(Nc1ccccc1)c1ccccc1 (stereo not given),92,76,93,90,100,97,87,91,97
CC(=O)OCC(=O)[C@@]1(O)CC[C@H]2[C@@H]3CC[C@H]4C[C@@H](O)CC[C@]4(C)[C@H]3C(=O)C[C@@]21C,124,85,118,92,108,99,97,105,98
Cc1sc2nc3nc(CC(=O)Nc4ccccc4)[nH]n3c(=O)c2c1C,110,102,107,/,109,97,/,95,111
C[C@H]1[C@@H](CC(=O)N[C@@H](Cc2coc3ccccc23)B(O)O)O[C@@H]2OC3(C)CC[C@H]4[C@H](C)CC[C@@H]1[C@@]24O3,33,29,-26*,25,45,59,47,-66*,3.8*
CN(C)c1ccc(C(=C2C=CC(=[N+](C)C)C=C2)c2cc(S(=O)(=O)O)cc3cc(S(=O)(=O)O)ccc23)cc1,106,98&89,106&118,105&100,107&120,83&101,109&94,99&115,109&114
COc1ccc(CSc2nc3cc(OC)c(OC)cc3c(=O)n2Cc2ccccc2)cc1,91,87,101,96,111,96,92,91,116
Cc1cc(/C=C\c2ccc3ccccc3[n+]2C)c(O)c2ncccc12,7.9*,34,24,9.3*,26,21,6.2*,0.2*,26
C=Cn1c2ccccc2c2ccccc21,106,88,113,93,114,94,97,105,112
C[C@]12CC[C@@H]3c4cc(CN5CCOCC5)c(O)cc4CC[C@H]3[C@@H]1CCC2=O,100,84,110,98,116,118,101,117,101
CC(O)c1ccc[n+]([O-])c1 (stereo not given),110,95,108,103,124,/,101,96,118
Nc1ccccc1SC1CC(=O)N(c2ccc(Cl)c(Cl)c2)C1=O (stereo not given),92,/,104,103,113,90,79,127,113
O=C(O)CCN1C(=O)/C(=C/c2ccc(Cl)cc2)SC1=S,106,105,103,104,108,100,99,105,/
O=C1c2ccccc2SC2c3cccn3CCN12 (stereo not given),108,85,94,98,108,86,97,105,93
COC(=O)C1(C)CCC[C@]2(C)[C@H]3C[C@H]4C(C(C)C)=C[C@]3(CC[C@@H]12)[C@H]1[C@@H]4[C@@H](OCC#CCN2CCCC2)CC[C@@H]1OCC#CCN1CCCC1 (stereo not given in full),73,60,102,66,93,/,85,97,87
Cc1cc(C#Cc2ccccc2)ccc1-n1c(/C=C/c2ccc(F)cc2)nc2ccccc2c1=O,58,18,106,82,99,90,91,/,/
CC(C)OC(C(=O)O)c1ccccc1 (stereo not given),96,83,97,111,113,100,109,138,110
O=C1C=CC(=O)N1c1ccccc1N1C(=O)C=CC1=O,116,97,93,108,110,103,107,125,103
C#Cc1cccc(NC(=O)c2cccc(NC(=O)C=C)c2)c1,88[8.25 µM],89[8.25 µM],84[8.25 µM],74[8.25 µM],63[8.25 µM],96[8.25 µM],62[8.25 µM],105[8.25 µM],62[8.25 µM]
Cc1ccccc1N1C(c2ccccc2)=NNC12C=CC(=O)c1c(O)cccc12 (stereo not given),61,47,84,35,95,74,60,54,60
# Carrying on:
SMILES,OVCAR-4,PC-3,OVCAR-5,U251,DU-145,SK-OV-3,OVCAR-8,SF-295,OVCAR-3
C#CC(CC(C)CC(C)(C)C)N(C)C (stereo not given),103,93,97,107,115,108,111,127,115
Cc1c(-c2c(Cl)cccc2Cl)noc1CN(C)C,100,107,/,104,104,113,109,106,102
Nc1cc(C(F)(F)F)cc(C(F)(F)F)c1,103,106,104,108,117,105,116,117,115
Cn1c(=O)[nH]c(=O)c2nc(/C=C(\O)c3ccc(F)cc3)c(=O)[nH]c21,93,/,102,99,108,100,100,104,114
CC(=N\NC(N)=S)/C(=N/NC(N)=S)c1ccccc1,96,90,90,90,100,116,94,93,105
CN(C[C@H]1Cc2ncccc2CN1)[C@H]1CCCc2cccnc21,104,84,91,91,98,81,88,79,95
CC(=O)Nc1ccc(CC#N)cc1,113,109,117,104,112,110,107,106,116
O=I(=O)c1ccccc1,103,101,96,115,123,108,108,/,115
COc1ccc(CC(=O)OCCBr)cc1,109,104,114,100,109,116,114,107,110
CC(C)NC(=O)Nc1cccc(Cl)c1,94,97,83,103,104,102,96,133,108
